Mito fusion act: blocks mitochondrial division or promotes mitochondrial fusion. 0.23% of 320,000 active. S. cerevisiae fusion-defective mutant growth rescue, CellTiterGlo 48 h. Potency, µM (doses to about 46.1 µM), for inactives: at the top dose growth rescue (activation), hits mostly activators;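 note: potency is the fitted concentration of half-maximal effect; % of control where 0% means no effect; nearly all actives have a fitted effect of over 45% in size; temperature-sensitive fusion mutants such as fzo1-1 at 37 °C on non-fermentable ethanol glycerol medium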
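Compounds are tested for their ability to restore growth of mitochondrial fusion-defective yeast strains at non-permissive 37C in YPEG medium over 48 hours. Viability is quantified by luciferase luminescence.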
KCNH2 3.1 inh: inhibitors of human KCNH2 3.1 potassium channel isoform | U2OS KCNH2 3.1, thallium flux FluxOr; hits give low values | activity change, % (tested at about 1.8 µM) | 0.95% of 340,000 active | AID 720553;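 active = maximum activity change below -70%; inconclusive = maximum activity change from -70% to -50%; inactive = maximum activity change above -50%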;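 note: thallium influx rate constant from kinetic fluorescence after stimulation buffer; % is set by controls: 0 for no effect and ±100 for the full control effect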
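Kinetic fluorescence (2 min after stimulation buffer) measures Tl+ influx through KCNH2 3.1 expressed by viral transduction in U2OS cells; the rate constant is normalized against DMSO controls serving as positive and negative references.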
Gal4-VP16 FLuc: counter-screen for ROR gamma inhibitors: Gal4-VP16 reporter | Drosophila S2 Gal4-VP16 UAS-luciferase, luminescence, 20 h | Potency, µM (doses to about 53.6 µM), for inactives: at the top dose activity, negative = inhibition, most hits filed as inhibitors | 3.5% of 310,000 active | AID 2546;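 note: Gal4-VP16 expression switched on by copper sulfate through the metallothionein promoter; potency is the fitted concentration of half-maximal effect; % is set by controls: 0 for no effect and ±100 for the full control effect; nearly all actives have a fitted effect of over 50% in size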
ELG1 DNA repair: ELG1-dependent DNA repair inhibition; AID 504467; Potency, µM (series often up to 46.1 µM), inactives show top-dose activity change, negative = inhibition, actives largely listed as inhibitors; HEK293T ELG1-luciferase reporter, luminescence, 16 h; DNA damage induced by 5-fluorouridine; 2.3% of 330,000 active; note: potency is the fitted concentration of half-maximal effect; % is set by controls: 0 for no effect and ±100 for the full control effect; nearly all actives have a fitted effect of over 55% in size
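Cells (2,000 per well) received 5-fluorouridine plus test compound or DMSO and were incubated 16 hr at 37 °C, 5% CO2. Luciferase activity was read by luminescence 30 min after ONE-Glo addition; signal suppression marked inhibition of damage-induced ELG1 function.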
FLuc modulator: counter-screen for miR-21 project: firefly luciferase inhibitors or activators; P08659; purified FLuc, Km substrates, luminescence inhibition; AID 588342; Potency, µM (top dose mostly 57.5 µM), for the others: top-dose activity change, negative = inhibition, most hits filed as inhibitors; 6.9% of 360,000 active;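 note: potency is the fitted concentration of half-maximal effect; plate controls were vehicle for no effect and reference inhibitor for full effect; nearly all actives have a fitted effect of over 55% in size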
Target sequence (P08659 whole entry, looked up): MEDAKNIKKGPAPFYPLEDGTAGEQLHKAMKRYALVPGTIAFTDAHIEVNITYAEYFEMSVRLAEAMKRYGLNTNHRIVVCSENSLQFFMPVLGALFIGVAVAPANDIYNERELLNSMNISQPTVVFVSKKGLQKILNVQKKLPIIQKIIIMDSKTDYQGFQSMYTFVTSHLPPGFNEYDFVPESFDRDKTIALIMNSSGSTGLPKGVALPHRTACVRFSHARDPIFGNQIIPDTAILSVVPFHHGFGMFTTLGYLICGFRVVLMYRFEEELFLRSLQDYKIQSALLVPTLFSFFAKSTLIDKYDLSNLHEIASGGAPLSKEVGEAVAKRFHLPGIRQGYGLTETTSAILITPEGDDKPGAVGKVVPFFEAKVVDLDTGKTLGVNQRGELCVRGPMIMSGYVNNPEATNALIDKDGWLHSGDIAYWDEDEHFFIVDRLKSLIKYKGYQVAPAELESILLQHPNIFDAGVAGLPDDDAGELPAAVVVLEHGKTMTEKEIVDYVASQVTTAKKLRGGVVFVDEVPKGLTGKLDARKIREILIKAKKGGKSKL
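Biochemical qHTS of compounds, final roughly 60 µM downward over six points, against 10 nM purified firefly luciferase using Km concentrations of substrates (10 uM D-luciferin, 10 uM ATP) in Tris acetate pH 7.5 buffer; luminescence output.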
NPC1 prom act: activators of NPC1 promoter; Huh7 NPC1 promoter luciferase reporter, 24 h; Potency, µM (top dose mostly 9.22 µM), for the others: top-dose activation, usual class: activators; 2.4% of 320,000 active; AID 485313;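 note: potency is the fitted concentration of half-maximal effect; % of control where 0% means no effect; nearly all actives have a fitted effect of over 60% in size; reporter is driven by a mutant NPC1 promoter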
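Compounds in DMSO were transferred onto Huh7 NPC1-luciferase reporter cells pre-incubated 2 h; after 24 h at 37 °C, Amplite reagent was dispensed and luminescence recorded 10 min later.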
Menin MLL FP TR: displaces Texas Red mutant MLL peptide from human menin; O00255; Menin + Texas Red MLL mutant peptide, fluorescence polarization; Potency, µM (top dose mostly 61.6 µM), without a hit: top-dose FP activity change, negative = inhibition, usual class: inhibitors; 0.23% of 270,000 active; active = well fitted inhibition curve with a large enough effect in the polarisation, with a control signal flat, not every such curve was filed as active; inconclusive = small, poorly fitted or top-dose-only effect, or effect the other way, or a change in a side signal; inactive = no such curve, though single readings can be large or run the other way; the % refers to the polarisation; note: potency is the fitted concentration of half-maximal effect; % of control where 0% means no effect; many of its hits are not listed in these tables
PKM2 act: PKM2 (human) enzyme activation; P14618; purified PKM2, Kinase-Glo ATP luminescence, activation; response scale: 0% is enzyme alone, no compound; Potency, µM (highest dose often 57.5 µM), without a hit: at the top dose activation, most hits filed as activators; 0.34% of 260,000 active; AID 1631; note: potency is the fitted concentration of half-maximal effect; % is set by controls: 0 for no effect and ±100 for the full control effect; nearly all actives have a fitted effect of over 55% in size
Target sequence (P14618 whole entry, looked up): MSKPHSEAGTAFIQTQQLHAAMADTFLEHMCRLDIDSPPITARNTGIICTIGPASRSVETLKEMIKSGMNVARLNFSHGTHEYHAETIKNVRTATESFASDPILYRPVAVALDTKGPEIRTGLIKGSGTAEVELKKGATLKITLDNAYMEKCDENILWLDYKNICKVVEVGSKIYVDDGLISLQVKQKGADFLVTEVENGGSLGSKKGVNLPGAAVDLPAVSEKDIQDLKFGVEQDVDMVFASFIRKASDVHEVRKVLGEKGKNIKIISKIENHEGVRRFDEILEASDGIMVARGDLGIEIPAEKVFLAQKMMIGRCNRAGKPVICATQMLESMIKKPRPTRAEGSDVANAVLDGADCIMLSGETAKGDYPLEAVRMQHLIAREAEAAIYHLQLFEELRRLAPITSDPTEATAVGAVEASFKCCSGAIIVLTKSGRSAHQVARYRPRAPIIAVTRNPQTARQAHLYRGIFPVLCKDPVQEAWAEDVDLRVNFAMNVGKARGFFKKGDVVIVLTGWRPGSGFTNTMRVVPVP
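Purified hPK-M2 (>95% pure) converted ADP (0.1 mM final) to ATP with 0.5 mM PEP in 50 mM imidazole pH7.2, KCl, MgCl2, Tween 20, BSA; 1 h at room temperature. ATP detected by Kinase-Glo luminescence.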
MBNL1 CUG block: blocks human MBNL1 binding to CUG repeat RNA; AID 2675; 0.036% of 280,000 active; Potency, µM (series often up to 57.5 µM), without a hit: at the top dose activity change, negative = inhibition, actives largely listed as inhibitors; Q9NR56; TR-FRET MBNL1-His/biotin-(CUG)12 binding, 665/545 ratio; active = well fitted inhibition curve with a large enough effect in the signal ratio, with a control signal flat, not every such curve was filed as active; inconclusive = small, poorly fitted or top-dose-only effect, or effect the other way, or a change in a side signal; inactive = no such curve, though single readings can be large or run the other way; the % refers to the signal ratio; note: potency is the fitted concentration of half-maximal effect; % is set by controls: 0 for no effect and ±100 for the full control effect
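His-tagged MBNL1 binding to biotinylated (CUG)12 RNA was measured by TR-FRET using terbium anti-His antibody (0.055 ng/ul final) and streptavidin-XL665 (5 nM final). Compounds were titrated 92 nM to 58 uM; 60 min at room temperature.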
Rab9 prom act: activators of Rab9 promoter | Huh7 Rab9 promoter-luciferase reporter, luminescence, 24 h | Potency, µM (top dose mostly 9.22 µM), inactives show at the top dose activation, negative = inhibition, usual class: activators | 2.8% of 320,000 active; note: potency is the fitted concentration of half-maximal effect; % of control where 0% means no effect; nearly all actives have a fitted effect of over 60% in size
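Luminescence from Amplite-detected luciferase (10 minutes, ambient) reports Rab9 promoter activation. Before that, stable Rab9-luciferase Huh7 cells (1500/well, reduced-serum OP-MEM I plus 10% FBS) were exposed to compound for 24 hours at 37C.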
RORg inh: blocks mouse ROR gamma transcriptional activity | Drosophila S2 Gal4-RORgamma UAS-luciferase reporter, 20 h | Potency, µM (doses to about 53.6 µM), for inactives: at the top dose activity change, negative = inhibition, hits mostly inhibitors | 5.4% of 310,000 active | AID 2551; note: potency is the fitted concentration of half-maximal effect; % is set by controls: 0 for no effect and ±100 for the full control effect; nearly all actives have a fitted effect of over 60% in size
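Schneider cells (Drosophila), stable Gal4 DBD–ROR gamma + UAS-luc; 1 hr cmpd preincubation; Cu2+ induction 700 uM final; 20 hr ambient; luminescence.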
Numbers without * were called inactive; ? = inconclusive; nt = not tested or not shown; & = joins results of further samples; [ ] = dose if it differs, or a comment. Unless noted, calls come from the whole dose curve; as a rule, active = well fitted curve in the direction sought with a large enough effect; inconclusive = small, poorly fitted or top-dose-only effect, or another doubt; inactive = no such curve, though single readings can be large; an effect the other way counts as inactive or inconclusive. Only part of the results is shown; count on the stated rates, not on these rows.

Each structure is followed by: Mito fusion act | KCNH2 3.1 inh | Gal4-VP16 FLuc | ELG1 DNA repair | FLuc modulator | NPC1 prom act | Menin MLL FP TR | PKM2 act | MBNL1 CUG block | Rab9 prom act | RORg inh
> COC(=O)c1ccc(COc2ccc(Cl)cc2)o1
 : -5% | 6 | 0% | ? | ? | 16% | 1% | nt | 2% | 20% | 32%
> CCOc1ccc(CN(C)CC(=O)Nc2ccccc2C(=O)NC2CC2)cc1
 : -7% | -18 | nt | 15µM* | 3% | -7% | nt | nt | nt | -1% | nt
> O=C(COC(=O)/C=C/c1ccc(Br)o1)Nc1ccc2[nH]c(=O)[nH]c2c1
 : -4% | nt | nt | 1% | 4% | 1% | nt | nt | nt | 3% | nt
> O=C(NN1C(=O)CSC1=S)C(=O)NN1C(=O)CSC1=S
 : -3% | -16 | 6% | ? | -13% | -1% | -4% | nt | -26% | 7% | 15%
> Cc1ccc2nc(SCC(=O)N3c4ccccc4CC3C)c(C)cc2c1 (stereo unspecified)
 : 7% | -7 | -1% | -26% | 9% | 2% | 5% | -6% | -2% | 4% | -2%
> CCCCn1c(N)c(N(CCOC)C(=O)COC(=O)COc2c(C)cccc2C)c(=O)[nH]c1=O
 : 2% | -13 | nt | 7% | 2% | 1% | nt | nt | nt | -3% | nt
> CCCNC(=O)COC(=O)CCC(=O)c1cccs1
 : -3% | -19 | -1% | -6% | 3% | -2% | 13% | 11% | nt | -4% | -3%
> C/C(=C1/SC(N2CCOCC2)=NC1=O)c1ccc(Br)cc1
 : 0% | 5 | 5% | 0% | -1% | -5% | -6% | -1% | -5% | -2% | 2%
> CC(C)N(Cc1nc(-c2ccccc2)no1)C(=O)C(C)(C)C
 : 15% | -4 | nt | 10% | 4% | 1% | -2% | -1% | -1% | -4% | ?
> CC(NC(=O)c1ccco1)C(=O)NC(C)c1cc(F)c(Cl)cc1Cl (stereo unspecified)
 : 9% | -5 | -5% | 8% | 4% | -3% | 9% | 0% | -15% | 0% | -15%
> COc1ccc(OC)c(NC(=O)N[C@H](Cc2ccccc2)C(=O)NN)c1
 : 4% | 16 | -7% | 7% | 0% | -1% | nt | -6% | nt | 10% | -6%
> O=C(CSc1n[nH]c(-c2ccncc2)n1)Nc1ccc(Br)cc1
 : -3% | 4 | -6% | -10% | -29% | 0% | 1% | 1% | -7% | 9% | 41%
> O=C(CCCCl)N1CCc2[nH]c3ccccc3c2C1
 : 2% | 13 | nt | 17% | 3% | 0% | nt | nt | nt | 0% | nt
> O=C(NCCC1=CCCCC1)C(=O)c1c[nH]c2ccccc12
 : 10% | -8 | -3% | ? | ? | 16% | ? | -2% | 9% | ? | ?
> Cc1cc(NC(=O)CSc2nc3cc(Cl)ccc3c(=O)n2Cc2ccco2)no1
 : -1% | -24 | 6% | ? | 1% | 0% | 22% | -1% | nt | -5% | 14%
> COc1ccc(C(=O)COC(=O)C2CCC(=O)N2)cc1 (stereo unspecified)
 : 2% | -1 | -16% | -9% | ? | -1% | 5% | 8% | 8% | -3% | -2%
> Cc1ccc(-n2nc(C)c(=O)c(-c3ccccc3)c2NC(=O)C(C)C)cc1
 : -7% | 5 | -3% | -11% | -2% | -4% | nt | -1% | -8% | 1% | 0%
> CC(Sc1ccc(Br)cc1)C(N)=O (stereo unspecified)
 : 2% | -20 | 6% | -10% | 0% | 0% | 2% | 1% | -9% | 1% | 3%
> Fc1cccc(CN2CCN(c3ncccn3)CC2)c1
 : 2% | -4 | 16% | 5% | 6% | 0% | ? | 3% | -10% | 2% | 31%
> Cc1ncc(CC(=O)n2cc(C(=O)c3cc(F)ccc3O)cn2)s1
 : -1% | -18 | 1% | -7% | -14% | -1% | -17% | 16% | 16% | 0% | ?
> COc1sc(SC)cc1/C=N/NC(=O)c1ccncc1
 : -5% | -12 | -4% | 0% | 2% | 0% | 5% | -1% | 10% | 4% | -15%
> N#Cc1c(Cl)nsc1NN
 : 7% | 2 | -4% | 0% | -24% | -4% | ? | -25% | -7% | -3% | ?
> NC(=O)c1ccccc1O
 : -3% | 5 | -6%&1%&6% | -10% | 5% | -1% | 6%&10% | 1% | 4% | 3% | ?
> CCOc1ccccc1N1CC(C(=O)N(Cc2nnc(-c3ccccc3Cl)o2)C2CC2)CC1=O (stereo unspecified)
 : -3% | 4 | nt | 0% | 1% | -2% | nt | nt | nt | -4% | nt
> C[C@H](NC(=O)C1CC(=O)N(c2ccc3c(c2)OCCO3)C1)C(=O)N1CCC(C(=O)O)CC1 (stereo partly specified)
 : 1% | -14 | -5% | ? | 1% | -3% | nt | nt | -10% | 9% | -4%
> COc1cccc(CN(C)c2nc(-c3cccs3)nc3ccccc23)c1
 : -6% | -50 | -9% | ? | 2% | -1% | -5% | -4% | nt | -2% | -13%[10 µM]
> CC1=C(CC(=O)O)c2cc(F)ccc2/C1=C\c1ccc(S(C)(=O)=O)cc1
 : ? | nt | nt | nt | nt | 5%[46.1 µM] | 10% | nt | ? | -11%[46.1 µM] | nt
> Cc1ccc(-c2nc3ccccc3c(=O)n2CCCN2CCOCC2)cc1
 : -7% | -18 | -1% | 12% | -12% | 1% | 4% | -3% | -2% | 0% | -33%
> CCC(C)c1ccc(-c2cc(C(=O)OCC(=O)Nc3cc(C)on3)c3ccccc3n2)cc1 (stereo unspecified)
 : -2% | -4 | -17% | ? | 2.7µM* | ? | 1% | 1% | -2% | 1.6µM* | -2%
> CN(C)CCNC(=O)C(C(=O)c1ccccc1)n1ccccc1=O (stereo unspecified)
 : -1% | -11 | 1% | 4% | -2% | 5% | 16% | -1% | 6% | -3% | -13%
> CCC(=O)N1CCCc2cc(S(=O)(=O)NCc3cccs3)ccc21
 : 8% | 7 | 2% | -2% | -2% | -1% | -16% | 10% | 5% | -4% | 8%
> CCN(C(=O)CSc1nnc(-c2ccco2)n1C)c1c(N)n(Cc2ccccc2)c(=O)[nH]c1=O
 : 2% | -24 | nt | 14% | -1% | 0% | nt | nt | nt | -5% | nt
> COc1ccc(Cc2nnc(NC(=O)Cc3cccs3)s2)cc1
 : ? | 13 | -6% | -29% | -1% | 5% | ? | -15% | 13% | 3% | 12%
> O=C(O)c1ccc(S(=O)(=O)NC2CCCCCC2)cc1
 : 10% | -15 | 0% | 17% | 0% | 0% | -15% | nt | -7% | 1% | -11%
> CCOc1ccccc1N1CCN(C(=O)c2csc(C)c2CC)CC1
 : -12% | 4 | -20% | ? | -1% | -5% | ? | 11% | -5% | -10% | 11%
> Cc1ccc(NC(=O)CN(C)C(=O)CNC(=O)c2ccc3c(c2)OCO3)cc1
 : -4% | 12 | nt | 24% | -19% | 0% | nt | nt | nt | 1% | nt
> O=C(OCCN1C(=O)c2ccccc2C1=O)c1cccs1
 : -1% | 3 | 3% | 11% | -18% | -2% | 2% | -2% | 12% | 1% | 7%
> C#Cc1ccc([C@@H]2C=C(C(=O)N3CCN(Cc4ccc5c(c4)OCO5)CC3)O[C@H](OCCCCO)C2)cc1
 : 2% | -23 | 0% | ? | 0% | 0% | ? | 2% | 15% | 2% | 32%
> COc1ccc(CC(NC(C)=O)C(=O)N2CCN(C(=O)Nc3cccc(F)c3)CC2)cc1OC (stereo unspecified)
 : 5% | 31 | -6% | 7% | 1% | -3% | 17% | -1% | -18% | 12% | -7%
> Cc1cc(C)n2nc(CNS(=O)(=O)c3ccc([N+](=O)[O-])cc3)nc2n1
 : -3% | -2 | 0% | 16% | 2% | 13% | nt | nt | ? | 0% | -11%
> Cc1ccc(NC(=O)Cn2nnc3ccccc3c2=O)cc1
 : 10% | 4 | -2%[10 µM] | ? | -9% | 26% | -2% | -9% | 10% | 9% | ?
> CCc1c(C)nc2ncnn2c1NCCc1ccc(Cl)cc1
 : 10% | -23 | 11µM* | ? | 1% | -29% | -18% | 6% | 8% | -42%[inhibitor] | ?
> CCC(=O)N1CCc2cc(S(=O)(=O)NCCC(=O)N3CCN(c4cccc(OC)c4)CC3)ccc21
 : -3% | 11 | 1% | -3% | 0% | -1% | 12% | nt | 0% | 0% | 20%
> Oc1ccc(N=Nc2c(O)ccc3ccccc23)cc1
 : -4% | 12 | 13µM* | 20% | 27µM* | 16% | ? | 8% | ? | 11% | ?
